# HKDC1 inh = HKDC1 (human) hexokinase inhibition. 340,000 tested, 0.16% active. inhibition, % at 20 µM. AID 493160. recombinant HKDC1, G6PDH/diaphorase resazurin coupled fluorescence;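 active = inhibition above about 35% when tested at 20 µM, limit read from the data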;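 note: plate controls were DMSO wells with enzyme for no effect and DMSO wells lacking enzyme for full effect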
#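 Assay system: in-house recombinant HK5 (HKDC1) enzyme. Input: HKDC1 at 5 µg/mL. Medium: Tris pH 8.0 buffer with MgCl2, Tween-20, BSA, BME. Dosing: single 20 µM dose. Schedule: 90 min reaction incubation at room temperature, dark. Signal: resazurin-to-resorufin fluorescence via G6PDH and diaphorase coupling, 525/613 nm. Controls: DMSO-enzyme wells negative, buffer-substituted wells positive.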
# beta cell repl = induces beta-cell replication in MIN6 cells | MIN6 cells proliferation, ATPlite luminescence, 48 h; cells starved in 0.2% serum; 100% = growth in 10% serum | proliferation, % at 10 µM | 330,000 tested, 0.29% active | AID 2380;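 active = compounds whose signal lies at least 3.5 SD above the mean of all wells on their plate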;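 note: 0% = DMSO-treated cells in low-serum medium and 100% = 10% serum control; some compounds called inactive have numbers as strong as hits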
# PfG6PD inh = PfG6PD (Plasmodium falciparum) enzyme inhibition. 350,000 tested, 0.78% active. PfGluPho enzyme, NADPH resazurin-diaphorase fluorescence. AID 504690. inhibition, % at 20 µM;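 active = inhibition reaching at least a set limit at 20 µM in the primary screen, cut at about 59% in these data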;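 note: 0% = DMSO wells with substrate and 100% = DMSO wells lacking glucose-6-phosphate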
# SENP1 inh = blocks the human SENP1 SUMO protease catalytic domain | recombinant SENP1 catalytic domain, CyPet-SUMO1-YPet FRET cleavage | 360,000 tested, 0.21% active | inhibition, % at 10 µM;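 active = inhibition at least 30% at 10 µM, raw YFP signal under a set limit, fluorescence ratio 0.5 to 1.5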;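 note: 0% = enzyme with DMSO and 100% = no enzyme wells; some results filed as inactive read as strong as hits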
# Target sequence (Q9P0U3 419-644 limits assumed): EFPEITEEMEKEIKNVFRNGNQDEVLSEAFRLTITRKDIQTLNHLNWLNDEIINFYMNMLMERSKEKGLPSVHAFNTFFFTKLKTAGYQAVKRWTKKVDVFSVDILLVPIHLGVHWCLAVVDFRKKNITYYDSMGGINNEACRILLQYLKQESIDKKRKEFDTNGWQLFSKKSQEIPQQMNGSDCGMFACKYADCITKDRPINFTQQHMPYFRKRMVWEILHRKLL
#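 Assay system: hSENP1 catalytic domain, recombinant. Amount: SENP1 enzyme, 20 pM final. Schedule: 50 min reaction, RT, dark. Technique: FRET, CFP and YFP emission. Control set: no-enzyme wells low, DMSO-plus-enzyme wells high control.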
# SENP6 block = inhibitors of human SENP6 protease | Recombinant SENP6 catalytic domain, aminoluciferin luminescence | inhibition, % at 10 µM | 330,000 tested, 1.8% active;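 active = inhibition above about 50% at the single tested dose, limit read from the data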;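 note: plate controls were DMSO wells with enzyme for no effect and DMSO wells lacking enzyme for full effect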
# SENP8 block-1 = blocks the human protease SENP8. 330,000 tested, 1.2% active. Q96LD8. purified SENP8, Z-RLRGG-aminoluciferin cleavage, luminescence. inhibition, % at 10 µM. AID 2540; in the data active = inhibition above about 50%
# Target sequence (Q96LD8 whole entry, looked up): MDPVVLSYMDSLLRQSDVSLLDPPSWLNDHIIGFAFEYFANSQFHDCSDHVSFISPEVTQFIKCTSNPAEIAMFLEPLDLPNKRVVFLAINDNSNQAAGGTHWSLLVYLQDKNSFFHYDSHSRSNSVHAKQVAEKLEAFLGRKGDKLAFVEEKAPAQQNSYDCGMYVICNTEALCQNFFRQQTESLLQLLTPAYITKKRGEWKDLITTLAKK
# SENP8 block-2 = blocks human SENP8 cleavage of Nedd8 substrate; AID 602440; inhibition, % at 20 µM; 360,000 tested, 0.64% active; recombinant SENP8, Nedd8 substrate fluorescence; Q96LD8; in the data active = inhibition mostly above about 40%, no sharp cut-off; inactive = mostly below about 27%
# UBC13 polyUb = blocks human UBC13 polyubiquitin chain formation; TR-FRET; 330,000 tested, 0.47% active; inhibition, % at 20 µM; AID 485273; P61088; in the data active = inhibition above about 45%, passing the limit was not always enough; inconclusive = no clear call, values can overlap the other calls
# Target sequence (P61088 whole entry, looked up): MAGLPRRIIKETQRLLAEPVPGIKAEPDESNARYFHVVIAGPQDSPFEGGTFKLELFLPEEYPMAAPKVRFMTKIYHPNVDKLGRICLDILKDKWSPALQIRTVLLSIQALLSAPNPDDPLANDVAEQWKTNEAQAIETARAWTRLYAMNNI
# SENP7 block = blocks the human protease SENP7 | Q9BQF6 | recombinant SENP7, Z-RLRGG-aminoluciferin luminescence, 40 min | inhibition, % at 5 µM | 330,000 tested, 1.5% active;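 active = inhibition above about 50% at the single test dose, limit read from the data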;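 note: plate controls were DMSO with enzyme for no effect and no enzyme buffer wells for full effect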
# Target sequence (Q9BQF6 706-1050 limits assumed): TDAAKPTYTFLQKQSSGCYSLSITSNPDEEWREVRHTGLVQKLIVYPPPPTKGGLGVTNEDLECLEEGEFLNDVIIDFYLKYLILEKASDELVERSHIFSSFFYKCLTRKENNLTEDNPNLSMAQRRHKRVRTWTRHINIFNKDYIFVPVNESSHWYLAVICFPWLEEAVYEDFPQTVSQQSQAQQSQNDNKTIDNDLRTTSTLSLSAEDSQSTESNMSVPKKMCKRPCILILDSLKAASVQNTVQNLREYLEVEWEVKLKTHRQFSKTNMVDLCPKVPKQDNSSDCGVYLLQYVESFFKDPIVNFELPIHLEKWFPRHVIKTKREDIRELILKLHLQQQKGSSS
# Active calls of the source: *; ? = inconclusive; · = no result given.
SMILES,HKDC1 inh,beta cell repl,PfG6PD inh,SENP1 inh,SENP6 block,SENP8 block-1,SENP8 block-2,UBC13 polyUb,SENP7 block
O=C(Cc1ccccc1)Nc1cccnc1,-14.1,-2.1,1.2,0.7,2.3,-6.0,12.3,-6.2,-3.6
Cc1ccc(NC(=O)Cn2c(=O)n(CCC(=O)NC3CCN(Cc4ccccc4)CC3)c(=O)c3ccccc32)cc1,-5.6,-1.9,6.9,2.0,-1.7,-0.3,14.6,16.4,1.9
Cc1cc(NC(=O)CCC(=O)N(CC(=O)NCC2CCCO2)Cc2ccc(F)cc2)no1 (stereo not drawn),-5.2,-1.9,8.4,-2.5,-1.0,1.9,9.6,-3.6,0.8
CCC(=Nc1ccccc1OC)C1=C(O)CC(c2ccccc2)CC1=O (stereo not drawn),0.7,-0.7,-2.9,0.9,8.1,-8.0,15.0,1.8,-5.0
COc1ccc(-c2nc3c(-c4ccc(Cl)cc4)cnn3cc2C)cc1F,-5.8,-0.3,5.3,21.1,-27.1,-11.1,14.9,-9.0,-11.4
C=CC1(C)CN(Cc2ccco2)S(=O)(=O)c2c(F)cccc2O1 (stereo not drawn),-3.0,·,18.2,-6.0,·,·,-9.6,·,·
CNC(=O)CN(c1cc([N+](=O)[O-])ccc1OC)S(C)(=O)=O,-7.6,0.0,-15.5,2.4,-2.5,1.6,13.1,-14.3,-4.8
COc1ccc(NC(=O)Nc2cccc3cccnc23)cc1,-4.1,-4.1,56.4,2.6,80.7*,81.0*,6.1,10.8,-2.9
CC(C)(C)NC(=O)C(c1ccncc1)N(Cc1cccs1)C(=O)Cn1nnc(-c2cccs2)n1 (stereo not drawn),-4.0,-3.6,-25.0,-6.0,-2.5,-7.9,2.4,-7.3,-15.5
Cc1cc(Nc2c(C)n(C)n(-c3ccccc3)c2=O)c2ccccc2n1,-7.6,-1.5,-4.7,1.4,-1.7,7.2,12.6,-4.5,5.8
O=C(NNC(=S)Nc1ccccc1)C1CCCCC1,-13.0,1.3,17.6,0.7,-0.8,3.3,8.4,5.4,-1.8
COc1ccc(OC)c(/C=C2\SC(N3CCCC(C)C3)=NC2=O)c1 (stereo not drawn),13.1,-1.7,12.6,-23.8,5.9,-9.9,-300.0,7.3,5.1
CCN(CC)CCCCCOc1ccccc1OC,-9.6,3.5,7.6,-2.4,0.9,0.3,16.6,-6.1,-0.8
C=CCn1c(=O)/c(=C/c2ccsc2)s/c1=C(\C#N)C(=O)NCCN1CCOCC1,-2.0,·,4.7,-20.9,·,·,-60.0,·,·
COc1ccc(C2C=C(c3ccccc3)Nc3nnnn32)cc1 (stereo not drawn),-4.6,-3.9,-1.5,-28.5,-12.9,-1.1,-262.5,-5.4,1.6

# No new results follow: an excerpt of the list.
SMILES,HKDC1 inh,beta cell repl,PfG6PD inh,SENP1 inh,SENP6 block,SENP8 block-1,SENP8 block-2,UBC13 polyUb,SENP7 block
O=C(NNC(=S)Nc1ccccc1)C1CCCCC1,-13.0,1.3,17.6,0.7,-0.8,3.3,8.4,5.4,-1.8
COc1ccc(OC)c(/C=C2\SC(N3CCCC(C)C3)=NC2=O)c1 (stereo not drawn),13.1,-1.7,12.6,-23.8,5.9,-9.9,-300.0,7.3,5.1
CCN(CC)CCCCCOc1ccccc1OC,-9.6,3.5,7.6,-2.4,0.9,0.3,16.6,-6.1,-0.8
C=CCn1c(=O)/c(=C/c2ccsc2)s/c1=C(\C#N)C(=O)NCCN1CCOCC1,-2.0,·,4.7,-20.9,·,·,-60.0,·,·
COc1ccc(C2C=C(c3ccccc3)Nc3nnnn32)cc1 (stereo not drawn),-4.6,-3.9,-1.5,-28.5,-12.9,-1.1,-262.5,-5.4,1.6

# Continued.
SMILES,HKDC1 inh,beta cell repl,PfG6PD inh,SENP1 inh,SENP6 block,SENP8 block-1,SENP8 block-2,UBC13 polyUb,SENP7 block
COc1ccc(NCCC#N)cc1,-6.2,-1.0,-4.2,-7.0,7.1,8.7,11.9,-4.2,7.0
CCn1c(-c2ccc(-c3ccccc3)cc2)c[nH]c1=S,-0.4,-3.5,18.4,-0.1,-5.8,8.0,-497.1,1.4,-0.5
O=C(NCc1ccc2c(c1)OCO2)c1nnc(Cc2ccc(F)cc2)o1,-3.4,3.2,2.4,1.6,-8.0,-2.5,11.5,2.2,-7.8
COC(=O)Cc1c(C)nc2nc[nH]n2c1=O,-2.0,-2.7,-6.5,1.7,-5.3,-6.0,4.7,-9.8,-6.0
CC(C)N(C(=O)c1ccc(-c2ccccc2F)cc1)C(C)C,-4.0,-0.3,20.8,1.3,15.8,12.7,4.3,0.6,-2.1
CCOc1ccc(N2CC(C(=O)OC)CC2=O)cc1 (stereo not drawn),3.9,-1.6,-24.9,-1.6,-7.6,-7.4,11.1,1.7,-2.3
Cc1c(NC(=O)C(C)OC(=O)C(NC(=O)c2ccco2)C(C)C)c(=O)n(-c2ccccc2)n1C (stereo not drawn),-10.4,-0.5,5.5,7.5,-3.0,-6.9,5.3,-2.8,-4.0
COc1ccc(CNC(=O)COC(=O)c2cc(-c3ccc(Cl)s3)nc3ccccc23)cc1,-1.1,-1.6,-5.1,-56.0,-43.9,-14.8,-473.3,?,-2.1
CCN(CC)C(=O)CSc1nc2ncc(Br)cc2[nH]1,0.9,3.6,-5.0,3.6,8.7,-4.8,21.8,-5.3,0.1
COc1ccc(C(NC(C)=O)c2cc(Cl)c3cccnc3c2O)cc1 (stereo not drawn),-24.9,-5.0,-9.1,-0.8,7.3,6.3,21.5,-11.3,-2.9
CC(C)[C@H](NC(=O)c1ccccc1Br)C(=O)OCc1nc2ccsc2c(=O)[nH]1,-4.7,-2.6,-11.3,-1.3,-9.7,-0.4,13.8,1.2,-12.2
Cc1cc(S(=O)(=O)N2CCC3(CC2)OCCN3S(=O)(=O)c2cccs2)ccc1F,-5.0,-1.1,24.8,0.4,5.1,2.1,13.1,-0.7,1.4
CC1CN(CC(O)COC(c2ccc(Cl)cc2)c2ccc(Cl)cc2)CC(C)O1 (stereo not drawn),1.4,-6.3,19.8,3.7,-21.8,-3.2,9.3,4.7,3.0
O=C(NC1CCN(S(=O)(=O)c2ccc(Cl)c(F)c2)CC1)c1cccnc1,-5.5,-2.1,-14.5,-1.6,2.5,-8.2,4.6,-8.2,-4.8
COc1cc(/C=C/C(=O)Nc2cc(S(=O)(=O)N3CCOCC3)ccc2N2CCCC2)cc(OC)c1OC,-3.5,-4.2,45.8,-0.7,-1.5,-8.1,6.6,-15.9,-8.4
NC(=O)C1CCN(C(=O)c2ccc3nc(N4CCCCC4)sc3c2)CC1,-2.5,-0.9,-12.5,2.5,-0.4,3.3,16.3,-5.6,2.2
COc1cccc(OC)c1C(=O)O/N=C(\N)c1ccncc1,-4.8,-2.4,-23.9,-1.9,-5.4,1.9,6.9,-1.4,-5.4
CCN(CC)CCCNc1nc(-n2nc(C)cc2C)nc2sc3c(c12)CC(C)(C)OC3,5.6,-3.1,7.7,-7.3,-6.4,0.2,-274.8,0.4,9.8
Cn1cc(-c2nnnn2-c2ccc(Cl)cc2)c(C(F)(F)F)n1,-2.4,-2.3,7.9,-1.8,5.4,4.4,19.0,-6.7,-1.5
CCN(CC)S(=O)(=O)c1ccc(N2CCOCC2)c(NC(=O)CN2C(=O)NC(C)(c3ccccc3)C2=O)c1 (stereo not drawn),2.8,1.7,21.8,10.5,-5.3,-11.7,3.6,-0.8,5.6
CCOc1ccc(C(=O)OCc2nnc(-c3cccs3)o2)cc1OC,-1.6,2.1,-10.1,4.9,-4.1,-9.4,6.2,-6.8,3.2
COc1cc(OC)cc(C(=O)N[C@H](C(=O)Nc2c(C)n(C)n(-c3ccccc3)c2=O)C(C)C)c1,-7.0,-1.6,-3.5,-0.2,-12.9,-2.1,2.4,-8.7,5.5
C=CCn1c(=NC(=O)c2cc(Cl)sc2Cl)sc2cc(S(N)(=O)=O)ccc21,-7.6,-4.2,-15.6,-19.7,-11.3,2.2,-151.2,1.8,-3.5
CCOC(=O)/C(C#N)=C\c1ccc(OCC(=O)Nc2ccc(C)cc2C)c(OC)c1,7.4,-1.0,5.4,-13.8,-17.2,0.0,-293.1,15.9,-7.6
Cc1cc(NC(=O)Nc2cccs2)no1,-1.2,-1.8,-4.3,2.2,-17.6,-8.8,17.5,5.6,0.9
O=C(COC(=O)c1ccc(Br)cc1)Nc1cccnc1Cl,-3.2,0.2,2.4,6.2,8.8,-10.1,7.4,-1.1,0.1
O=C1C(=O)N(c2nccs2)C(c2ccccc2F)/C1=C(\O)c1ccc2c(c1)OCCO2 (stereo not drawn),1.5,-3.7,-1.4,13.4,11.1,3.2,-26.3,-5.5,2.1
NS(=O)(=O)c1ccc(-c2ccc(C=C3C(=O)c4ccccc4C3=O)o2)cc1,-1.5,1.6,-3.9,-6.2,4.7,1.7,13.6,-35.8,2.5
COc1ccc(NC(=O)CC2C(=O)N(C)C(=S)N2Cc2ccc3c(c2)OCO3)cc1 (stereo not drawn),0.3,0.0,12.4,5.9,-44.8,-4.6,18.7,14.2,-6.3
O=C(CN1C(=O)NC(Cc2c[nH]c3ccccc23)C1=O)NCC(F)(F)F (stereo not drawn),-2.8,-1.5,-10.2,1.7,-3.4,-5.8,13.5,-2.0,-1.2
COC(=O)c1c(C)[nH]c(C(=O)NCc2ccco2)c1C,-5.0,-2.2,13.9,-4.4,-17.7,7.7,-26.6,15.2,6.8
Cc1cccnc1NC(=O)c1cc2ccccc2oc1=O,-3.0,-1.6,-9.1,-8.1,20.2,5.3,-19.5,2.7,91.3*
COc1ccc(CC(=O)OC(C)C(=O)NCc2ccc3c(c2)OCO3)cc1OC (stereo not drawn),1.1,-0.7,-8.1,5.2,-6.1,-3.2,12.1,-3.8,-10.2
CCOC(=O)c1nc(NCc2ccccc2C)c2ccccc2n1,-4.3,-4.3,4.7,1.4,-9.5,-7.2,1.2,-13.8,-6.7
COc1ccc(OC)c(NC(=O)C(CC(=O)O)Cc2ccc(Cl)cc2)c1 (stereo not drawn),0.1,3.3,-30.1,2.7,-2.3,1.4,19.9,-5.0,3.8
CSc1ccccc1OCc1cc(C(=O)NCc2cnc(C)cn2)no1,-4.7,0.7,1.0,-1.4,-11.6,-2.8,-13.2,-2.1,6.7
COc1ccc(C(=O)CSc2nnc(-c3cccnc3)n2Cc2ccco2)cc1,-3.3,-1.6,29.8,-4.0,-13.1,-5.2,11.1,-11.4,-7.1
Cc1cccc(-c2nc3c(c(=O)c4ccccc4n3C)c(=O)n2-c2ccccc2)c1,6.2,0.6,19.6,0.5,1.0,5.6,-6.2,32.2,-3.5
O=C(COC(=O)/C=C/c1cccc([N+](=O)[O-])c1)Nc1ccc(Cl)cn1,-2.5,-3.7,-4.9,2.3,-1.9,0.8,7.7,-10.2,-4.0
CCOC(=O)c1ncn2c1[C@@H]1CCNC1C(=O)c1cc(OC)ccc1-2 (stereo partly drawn),-3.2,-1.0,-3.5,2.9,-8.1,2.9,5.2,6.0,1.4
Cc1ccc(S(=O)(=O)N2CCOC2CNC(=O)C(=O)NCC(C)C)cc1 (stereo not drawn),-3.4,-0.7,-10.6,0.1,9.6,7.8,6.5,-0.1,6.3
Cc1cccc(N2C(=O)CSC23CCCCC3)c1,17.1,-0.9,-3.0,-1.4,-6.5,-4.7,16.5,1.8,2.5
Cc1ccc(S(=O)(=O)NC2CCOC(C)(C)C2)cc1 (stereo not drawn),-0.5,0.5,10.4,1.9,-12.5,0.5,29.5,1.1,5.6
